Source: PubChem (National Center for Advancing Translational Sciences (NCATS))
Anesthetic bind: qHTS Assay for Identification of Novel General Anesthetics | Potency, µM (doses to about 77.5 µM), for inactives: at the highest dose activity change, negative = displacement, usual class: inhibitors | Ferritin light chain (Equus caballus), P02791 | apoferritin/1-aminoanthracene competitive binding, fluorescence | 350,000 tested, 0.074% active; further: potency means the concentration at half of the fitted maximal effect; on the % scale 0 is the no-effect control and ±100 the full control effect; nearly all actives have a fitted effect of over 20% in size
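Read-out: endpoint 1-AMA fluorescence, excitation 380 nm and emission 535 nm, after compounds sit 10 min at room temperature with 10 uM horse-spleen apoferritin in 50% saturated 1-AMA/PBS. Values come from four-parameter Hill fits.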
Pol iota inh: qHTS for Inhibitors of Polymerase Iota. AID 588590, 2011. Potency, µM (highest dose often 115 µM), without a hit: at the highest dose activity, negative = inhibition, actives largely listed as inhibitors. Pol iota fluorescent replication assay, 10 min. DNA polymerase iota (Homo sapiens), Q9UNA4. 390,000 tested, 1% active; further: potency means the concentration at half of the fitted maximal effect
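Pol iota at 10 nM preincubated 15 min with compounds at room temperature; reaction started with fluorescent substrate, 50 nM final. Fluorescence read kinetically at 0 and 10 min; buffer-only wells as negative control.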
APE1 inh: qHTS Assay for Inhibitors of the Human Apurinic/apyrimidinic Endonuclease 1 (APE1). 350,000 tested, 0.35% active. recombinant APE1, TAMRA/BHQ-2 abasic DNA cleavage fluorescence. Potency, µM (top dose mostly 65.8 µM), inactives show at the top dose activity change, negative = inhibition, usual class: inhibitors;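 further: potency means the concentration at half of the fitted maximal effect; plate controls were vehicle for no effect and reference inhibitor for full effect; nearly all actives have a fitted effect of over 55% in size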
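Measures dequenching upon AP-site incision of a 5'-TAMRA/3'-BHQ-2 THF-containing duplex, 50 nM; human APE1 0.75 nM after 15 min room-temperature exposure to compound; kinetic three-point read at one-minute spacing.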
POLK inh: qHTS for Inhibitors of Polymerase Kappa | DNA polymerase kappa (Homo sapiens), Q9UBT6 | 400,000 tested, 0.53% active | purified Pol kappa, fluorescent DNA synthesis assay, 10 min | Potency, µM (highest dose often 107 µM), inactives show at the top dose activity, negative = inhibition, hits mostly inhibitors; further: potency means the concentration at half of the fitted maximal effect; on the % scale 0 is the no-effect control and ±100 the full control effect
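First, compounds were pin-transferred onto 10 nM Pol kappa. After 15 min at room temperature, substrate was added to 50 nM final. Fluorescence was then measured kinetically at 0 and 10 min.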
BLM helicase inh: qHTS Assay for Inhibitors of Bloom's syndrome helicase (BLM) | recombinant BLM DNA unwinding, fluorescence dequenching | Potency, µM (doses to about 56.1 µM), without a hit: at the top dose activity change, negative = inhibition, hits mostly inhibitors | 350,000 tested, 0.2% active | AID 2528, 2010;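 further: potency means the concentration at half of the fitted maximal effect; plate controls were vehicle for no effect and no enzyme for full effect; nearly all actives have a fitted effect of over 35% in size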
POLB inh: qHTS Assay for Inhibitors of DNA Polymerase Beta; Pol beta primer extension/strand displacement, fluorescence kinetic; Potency, µM (doses to about 114 µM), for the others: top-dose activity change, negative = inhibition, actives largely listed as inhibitors; P06746; 340,000 tested, 1.3% active; further: potency means the concentration at half of the fitted maximal effect; on the % scale 0 is the no-effect control and ±100 the full control effect
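Enzyme-only controls used 10 nM Pol beta; buffer lacking enzyme served as negative control. Compound preincubated 15 min, then 50 nM substrate added; 0 and 10 min reads at room temperature.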
Pol eta inh: qHTS for Inhibitors of Polymerase Eta | DNA polymerase eta (Homo sapiens), Q9Y253 | recombinant Pol eta, fluorescent DNA replication assay | Potency, µM (highest dose often 114 µM), for the others: at the highest dose activity change, negative = inhibition, most hits filed as inhibitors | 390,000 tested, 1.2% active | AID 588591, 2011; further: potency means the concentration at half of the fitted maximal effect; on the % scale 0 is the no-effect control and ±100 the full control effect
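Pol eta at 10 nM preincubated with compounds 15 min at room temperature; reaction started with fluorescent substrate (50 nM final) and read kinetically at 0 and 10 min.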
PGK inhibitor: qHTS Assay to Find Inhibitors of Phosphoglycerate Kinase; Phosphoglycerate kinase, glycosomal (Trypanosoma brucei brucei), P07378; PGK/GAPDH coupled, Kinase-Glo luminescence, 60 min; Potency, µM (highest dose often 57.5 µM), for inactives: top-dose activity change, negative = inhibition, actives largely listed as inhibitors; 380,000 tested, 0.043% active; AID 602233, 2012; further: potency means the concentration at half of the fitted maximal effect; on the % scale 0 is the no-effect control and ±100 the full control effect; nearly all actives have a fitted effect of over 60% in size
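Luminescent ATP detection (Kinase-Glo Plus) follows a 60-minute room-temperature incubation, with wells lacking PGK as controls. Buffer: 100 mM TEA (pH 7.6), 5 mM MgCl2, 0.01% Tween-20. Coupling enzyme GAPDH (100 nM final) supplies unstable 1,3-BPG in-well.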
RXFP1 antag: qHTS Assay for Antagonists of the Relaxin Receptor RXFP1; HEK293-RXFP1, relaxin-stimulated cAMP HTRF, 30 min; active compounds read low; activity change, negative = inhibition, % at 57.5 µM; 350,000 tested, 0.59% active;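 active means activity change of -60% or lower, but not beyond a set lower limit; inconclusive means change between -60% and -40%, or beyond the set limit; inactive means change above -40%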; further: on the % scale 0 is the no-effect control and ±100 the full control effect
Active calls of the source: *; i = inactive; ? = inconclusive; · = no result given; [ ] = dose if it differs, or a comment. Unless noted, the call rests on the fitted dose curve; in most records, active means well fitted curve in the direction sought with a large enough effect; inconclusive means small, poorly fitted or top-dose-only effect, or another doubt; inactive means no such curve, though single readings can be large; an effect the other way counts as inactive or inconclusive. A portion of the library (hit frequency here may not be typical).

item	Pol iota inh	Pol eta inh	PGK inhibitor	POLB inh	POLK inh	BLM helicase inh	RXFP1 antag	smiles	Anesthetic bind	APE1 inh
1	-11%	-23%	-6%	6%	-8%	4%	-5	COc1ccccc1OCc1ccc(C(=O)N2CCOCC2)o1	-5%	6%
2	11µM*	16µM*	-25%	11µM*	79µM*	0%	-9	Nc1ccc(Nc2ccccc2)c(S(=O)(=O)O)c1	-14%	14µM*
3	20%	-4%	1%	0%	-11%	-4%	-5	O=C(c1cccc(C(F)(F)F)c1)N1CCC(O)(CS(=O)(=O)Cc2ccccc2)CC1	-19%	-3%
4	?	-14%	-6%	14%	6%	0%	-2	O=C(CSc1nnc(C2CC2)n1Cc1ccco1)NCC(F)(F)F	-6%	-2%
5	7%	-7%	-3%	-7%	-2%	-4%	2	C/C(=N\NC(=O)C(O)(c1ccccc1)c1ccccc1)c1ccc(NC(=O)CCCC(=O)O)cc1	-18%	51%[activator]
6	55%[activator]	?	-2%	1%	-27%	-8%	·	COc1ccccc1CNC(=O)c1ccc2c(c1)N(Cc1cccc(C)c1)C(=O)c1ccccc1S2(=O)=O	1%	·
7	27%	-23%	-8%	-10%	-8%	-6%	-7	O=C(CNc1ccc(F)cc1)N/N=C/c1c(O)ccc2ccccc12	1%	21%
8	2%	-14%	5%	2%	-1%	-1%	-1	Cc1ccc(-c2noc(CCC(=O)NCC3CCCO3)n2)cc1 (stereo not given)	4%	13%
9	38%[activator]	-8%	i	22%	-16%	-2%	-7	COc1ccc(Nc2ccc([N+](=O)[O-])cn2)cc1	-22%	21%
10	0%	?	3%	2%	-4%	-1%	0	COC(=O)CCCNC(=O)c1ccc2nc(Cc3ccc(OC)cc3)oc2c1	-5%	8%
11	14%	-4%	1%	·	-7%	·	-8	CN(C(=O)COC(=O)c1ccc2c(c1)OCO2)c1c(N)n(Cc2ccccc2)c(=O)[nH]c1=O	·	-6%
12	6%	-7%	-4%	-19%	-4%	-4%	5	COCCOCCn1cnc2ccccc21	-10%	-10%

Pol eta inh: what is marked active above.
item	Pol iota inh	Pol eta inh	PGK inhibitor	POLB inh	POLK inh	BLM helicase inh	RXFP1 antag	smiles	Anesthetic bind	APE1 inh
2	11µM*	16µM*	-25%	11µM*	79µM*	0%	-9	Nc1ccc(Nc2ccccc2)c(S(=O)(=O)O)c1	-14%	14µM*

(listing goes on)
item	Pol iota inh	Pol eta inh	PGK inhibitor	POLB inh	POLK inh	BLM helicase inh	RXFP1 antag	smiles	Anesthetic bind	APE1 inh
13	17%	-4%	-8%	·	4%	·	-15	Cc1ccc(NC(=O)C(C)OC(=O)CCN=C2NS(=O)(=O)c3ccccc32)cc1 (stereo not given)	·	13%
14	4%	-2%	6%	8%	-10%[60.1 µM]	-2%	-8	CCN(CC)CCNC(=O)c1ccc2c(c1)NC(=O)C(CS(=O)(=O)Cc1ccc(F)cc1Cl)N2 (stereo not given)	51%[activator]	·
15	26%	-15%	i	-4%	-11%	-7%	-34	COc1ccc(CN(C)C(=O)c2cccc(Oc3ccccc3)c2)c(OC)c1OC	-1%	-17%
16	25%	-24%	i	3%	6%	-8%	-11	COc1ccccc1-c1nc(S(=O)(=O)c2ccccc2)c(N2CCCCC2)o1	0%	-32%
17	-4%	-11%	-7%	·	-11%	·	·	C[C@H](NC(=O)OCc1ccccc1)C(=O)N[C@@H](Cc1c[nH]c2ccccc12)C(=O)O	·	8%
18	9%	-14%	-8%	·	12%	·	·	COC(=O)c1[nH]c2cc(OC)c(OC)cc2c1NC(=O)CN1C[C@H]2C[C@@H](C1)c1cccc(=O)n1C2	·	-13%
19	-10%	-16%	-8%	5%	-22%	2%	4	COc1ccc2nc(SCCN(C)C)[nH]c2c1	-7%	-2%
20	-9%	-13%	-5%	-9%	1%	-4%	-25	CCOC(=O)C1=C(C)N=c2s/c(=C\C(=O)OC)c(=O)n2C1c1ccc(OC)cc1 (stereo not given)	-8%	-7%
21	109%[activator]	0%	-2%	5%	-4%	-5%	-15	Cc1cc(C(=O)Nc2ccccc2N2CCCCC2)no1	-6%	-4%
22	32%[activator]	-11%	-4%	-2%	-8%	1%	11	CCOc1ccc2nc(SCC(=O)NCc3ccc4c(c3)OCO4)[nH]c2c1	6%	1%
23	10%	-19%	-2%	·	-5%	·	·	c1ccc(NC2=NCCN2CC2CCC2)cc1	·	19%
24	13%	7%	-7%	-16%	-10%	-1%	10	CCc1cc2c(SCC(=O)O)ncnc2s1	8%	0%

Reformatted in transposed form: entries from further up.
23. c1ccc(NC2=NCCN2CC2CCC2)cc1
17. C[C@H](NC(=O)OCc1ccccc1)C(=O)N[C@@H](Cc1c[nH]c2ccccc12)C(=O)O
15. COc1ccc(CN(C)C(=O)c2cccc(Oc3ccccc3)c2)c(OC)c1OC
assay / compound | 23 | 17 | 15
Pol iota inh | 10% | -4% | 26%
Pol eta inh | -19% | -11% | -15%
PGK inhibitor | -2% | -7% | i
POLB inh | · | · | -4%
POLK inh | -5% | -11% | -11%
BLM helicase inh | · | · | -7%
RXFP1 antag | · | · | -34
Anesthetic bind | · | · | -1%
APE1 inh | 19% | 8% | -17%

(further entries)
item	Pol iota inh	Pol eta inh	PGK inhibitor	POLB inh	POLK inh	BLM helicase inh	RXFP1 antag	smiles	Anesthetic bind	APE1 inh
25	-4%	-11%	-2%	10%	-4%[60.1 µM]	2%	-2	CCN(CC)c1ccc(/C=C2\CCC(/C=C(\C#N)C(=O)Nc3ccccc3F)=C2N2CCOCC2)cc1	-11%	4%
26	3%	-17%	-4%	1%	-18%	-6%	5	Cc1cc(NC(=O)CSc2nc(=O)cc(N)n2-c2ccc(Cl)cc2)no1	-3%	-3%
27	-1%	-14%	-4%	1%	-10%	-4%	4	O=C(CSc1nnc(-c2n[nH]c3ccccc23)n1-c1ccccc1)Nc1ccccc1Cl	-12%	5%
28	-4%	-5%	6%	7%	-16%	-4%	6	Cc1cccc(-n2c(CNC(=O)c3ccccc3)nnc2SCC(=O)Nc2nccs2)c1	-12%	30%
29	-3%	0%	-3%	20%	-16%	-5%	-5	N#Cc1ccsc1NC(=O)CN1CCN(c2ccccn2)CC1	-7%	0%
30	28%	0%	-8%	-30%	-13%	-2%	-4	O=C(NCC1COCCO1)c1ccc(OC2CCN(CCc3ccccc3)CC2)cc1 (stereo not given)	-7%	6%
31	5%	0%	i	0%	-1%	-2%	-9	CCOC(=O)C1=C(C)OC(N)=C(C#N)C1c1ccc(O)c(OC)c1 (stereo not given)	-10%	1%
32	8%	-22%	i	-22%	5%	-6%	-10	CCc1ccc(C(C(=O)NC2CCCC2)N(C(=O)/C=C/C(=O)Nc2cc(C)on2)c2ccccc2C)cc1 (stereo not given)	-8%	-16%
33	9%	-1%	8%	·	-9%	·	·	CCCNC(=O)C(CC)NC(=O)c1ccc(C#N)cc1 (stereo not given)	·	20%
34	27%	6%	-8%	11%	5%	-1%	-26	COc1ccc2c(c1)CCc1c(C(=O)Nc3c(C)nn(Cc4ccc(C)cc4)c3C)noc1-2	12%	·
35	11%	-23%	-9%	-28%	-20%	-5%	-15	O=S(=O)(c1ccc2nc(Nc3cccc(F)c3)ccc2c1)N1CCCC1	128%[activator]	·
36	-4%[58.9 µM]	-18%	i	17%	-8%	-2%	-6	CC(=O)Nc1ccc(S(=O)(=O)N2CCCN(S(=O)(=O)c3ccc(C)cc3)CC2)cc1	-15%	-2%
37	6%	-21%	?	-8%	-6%	-9%	-3	Cc1cccn2cc(-c3c[nH]c4ccccc34)nc12	-10%	0%
38	41%[activator]	6%	7%	56%	-2%	0%	-9	O=C(Cn1cnc2ccccc2c1=O)NCCC(=O)Nc1ccccc1C(F)(F)F	3%	6%
39	25%	-9%	-2%	0%	-7%	-9%	8	CNc1oc(-c2ccccc2)nc1C#N	8%	-10%
40	137%[activator]	-5%	-5%	-10%	2%	3%	-10	Cc1ccsc1C(=O)N1CCCC(CCC(=O)NCc2ccccc2F)C1 (stereo not given)	2%	14%
41	9%	-16%	-5%	43%	3%	1%	1	NS(=O)(=O)c1ccc(CCNC(=O)CN2CCN(c3cccc(Cl)c3)CC2)cc1	-6%	19%
42	-3%	-6%	-3%	5%	2%	-3%	-11	Cc1ccc(CNC(=O)CSc2ncc3c(n2)-c2cc(Cl)ccc2N(C)S3(=O)=O)cc1	-17%	·
43	-10%	-6%	·	-16%	-11%	-4%	-9	CCOC(=O)C1CCN(C(=O)Cc2c(C(=O)O)n(CC)c3ccccc23)CC1	-4%	2%
44	?	11%	-10%	-10%	0%	-1%	-4	COc1ccc2[nH]c(=O)c(CN(C(=O)c3cccnc3)c3ccccc3OC)cc2c1	2%	-1%
45	18%	-17%	-1%	·	13%	·	6	O=C(Cc1c(F)cccc1Cl)NC1CCN(Cc2ccccc2)CC1	·	·
